GALK inhibitor: blocks human galactokinase activity. AID 1868. P51570. Potency, µM (top dose mostly 57.5 µM), without a hit: at the top dose activity change, negative = inhibition, usual class: inhibitors. hit rate 0.007% among 270,000. Purified GALK, Kinase-Glo residual ATP luminescence; further: potency means the concentration at half of the fitted maximal effect; on the % scale 0 is the no-effect control and ±100 the full control effect
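Human GALK (5 nM) with 35 uM ATP and 100 uM galactose in 20 mM HEPES pH 8.0, 5 mM MgCl2, 60 mM NaCl, 1 mM DTT, 0.01% BSA. After 1 h at room temperature, leftover ATP was read by Kinase-Glo Plus luminescence.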
KCNH2 3.1 inh: inhibitors of human KCNH2 3.1 potassium channel isoform; AID 720553; U2OS KCNH2 3.1, thallium flux FluxOr; hits give low values; activity change, % (tested at about 1.8 µM); hit rate 0.95% among 340,000;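 active means maximum activity change below -70%; inconclusive means maximum activity change from -70% to -50%; inactive means maximum activity change above -50%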;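 further: thallium influx rate constant from kinetic fluorescence after stimulation buffer; on the % scale 0 is the no-effect control and ±100 the full control effect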
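We transduce U2OS cells with the mutant 3.1 virus, culture them overnight, load FluxOr with Red40 quencher for 45 min, then add stimulation buffer and read kinetically for 2 min to derive a normalized rate constant.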
Coupling enz: coupling enzyme interference in Giardia aldolase counter-screen | coupling enzyme system counterscreen, AmpLite Red fluorescence | hit rate 0.67% among 290,000 | AID 2472 | activity change, negative = inhibition, % at 58.2 µM, hits read low; in the data active means activity change below about -30%; further: on the % scale 0 is the no-effect control and ±100 the full control effect
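Fluorescence at 525 nm excitation and 598 nm emission measured inhibition of the coupled detection system without aldolase. Compounds (at 57.5 uM final) were preincubated 10 min at room temperature with coupling enzyme reagent before a 20 min substrate/AmpLite Red step.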
USP2a inh: blocks human ubiquitin-specific protease USP2a; O75604; USP2 core, Ub-CHOP2 coupled fluorogenic reporter, 485/531; Potency, µM (top dose mostly 38.3 µM), inactives show at the top dose activity change, negative = inhibition, actives largely listed as inhibitors; hit rate 0.01% among 330,000;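 further: potency means the concentration at half of the fitted maximal effect; plate controls were DMSO wells for no effect and full inhibition by NEM control for full effect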
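Cell-free coupled assay: 10nM USP2 core preincubated 30min RT with compound in Tris-HCl pH 8.0/CaCl2/CHAPS buffer, then 25nM Ub-CHOP2 and 25nM reporter substrate; fluorescence (Ex 485/Em 531) read after 60min RT, normalized to NEM inhibition, concentration-response curves fitted.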
TRPV1 agonist: agonists of human vanilloid receptor 1 (TRPV1) | activation, % at 8.33 µM | Q8NER1 | hit rate 0.19% among 320,000 | TRPV1-expressing cells, Fluo-8 calcium influx, agonist mode | AID 540275; in the data active means activation above about 80%; inconclusive means between about 30% and that limit; further: 0% is about no effect
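TRPV1-expressing cells were cultured overnight at 35.5C and loaded with Fluo-8 calcium dye for 40 to 90 min at room temperature. After a 10 s baseline, compound was added and calcium influx was read kinetically for 3 min (ex 480/em 520 nm).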
Menin-MLL TR inh: menin-MLL binding inhibition, Texas Red mutant peptide; hit rate 0.23% among 270,000; Potency, µM (series often up to 61.6 µM), inactives show at the highest dose FP activity change, negative = inhibition, actives largely listed as inhibitors; Menin + Texas Red MLL mutant peptide, fluorescence polarization; active means well fitted inhibition curve with a large enough effect in the polarisation, with a control signal flat, not every such curve was filed as active; inconclusive means small, poorly fitted or top-dose-only effect, or effect the other way, or a change in a side signal; inactive means no such curve, though single readings can be large or run the other way; the % refers to the polarisation; further: potency means the concentration at half of the fitted maximal effect; % of control where 0% means no effect; many of its hits are not listed in these tables
Target sequence (O00255 whole entry, looked up): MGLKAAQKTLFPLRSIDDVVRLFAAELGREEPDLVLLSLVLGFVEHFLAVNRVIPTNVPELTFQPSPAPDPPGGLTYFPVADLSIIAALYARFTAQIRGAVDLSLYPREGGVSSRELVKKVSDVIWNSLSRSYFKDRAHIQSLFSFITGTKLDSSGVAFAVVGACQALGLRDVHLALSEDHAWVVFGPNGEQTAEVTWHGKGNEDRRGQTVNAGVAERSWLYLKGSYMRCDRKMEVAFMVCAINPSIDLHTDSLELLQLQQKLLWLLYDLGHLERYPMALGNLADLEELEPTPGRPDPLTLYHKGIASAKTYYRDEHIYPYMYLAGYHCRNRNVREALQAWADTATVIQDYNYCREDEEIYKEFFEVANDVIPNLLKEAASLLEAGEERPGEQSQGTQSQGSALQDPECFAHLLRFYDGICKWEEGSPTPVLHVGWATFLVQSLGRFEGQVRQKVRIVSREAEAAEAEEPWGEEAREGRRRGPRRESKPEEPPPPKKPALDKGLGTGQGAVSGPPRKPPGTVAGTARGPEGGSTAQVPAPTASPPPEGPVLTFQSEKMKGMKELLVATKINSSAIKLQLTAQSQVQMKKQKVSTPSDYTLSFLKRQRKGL
PKM2 activator: increases activity of human pyruvate kinase M2; P14618; purified PKM2, Kinase-Glo ATP luminescence, activation; response scale: 0% is enzyme alone, no compound; Potency, µM (titrated, usually from 57.5 µM), for inactives: at the top dose activation, actives largely listed as activators; hit rate 0.34% among 260,000; further: potency means the concentration at half of the fitted maximal effect; on the % scale 0 is the no-effect control and ±100 the full control effect; nearly all actives have a fitted effect of over 55% in size
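Purified hPK-M2 (>95%) run at intermediate activity with 0.1 mM ADP and 0.5 mM PEP in 50 mM imidazole pH 7.2, KCl, MgCl2; 1 h room temperature. ATP formed read by Kinase-Glo luminescence; normalized to uninhibited and no-enzyme controls.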
hERG WT inh: blocks the wildtype human KCNH2 potassium channel; Q12809; U2OS, BacMam KCNH2, thallium flux FluxOr; hits give low values; activity change, % at 1.84 µM; hit rate 0.37% among 340,000; AID 720551;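 active means maximum activity change below -70%; inconclusive means maximum activity change between -70% and -50%; inactive means maximum activity change above -50%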; further: on the % scale 0 is the no-effect control and ±100 the full control effect
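U2OS cells transduced with wild-type KCNH2 virus are loaded with FluxOr dye for 45 min, and thallium flux is measured in kinetic reads before and after stimulation buffer. Rate constants are normalized to DMSO controls.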
Giardia kill: Giardia lamblia killing. Giardia lamblia trophozoite viability. hit rate 0.15% among 340,000. activity change, % at 7.66 µM, hits read low; in the data active means activity change below about -80%; inconclusive means between about -30% and that limit;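 further: parasites exposed to compound for two days anaerobically before the ATP read; on the % scale 0 is the no-effect control and ±100 the full control effect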
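Each well holds 100 Giardia trophozoites and compound. After two days (48 hrs) at 37 deg C in anaerobic conditions, ATP is quantified by luminescence.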
B2AR arrestin: recruits beta-arrestin to the human beta2-adrenergic receptor; hit rate 0.02% among 330,000; beta-arrestin recruitment to beta2AR, cell-based reporter; AID 492947; P07550; Potency, µM (series often up to 46.1 µM), for the others: at the highest dose activation, usual class: activators;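 further: potency means the concentration at half of the fitted maximal effect; 0% = DMSO controls and full agonism = EC100 isoproterenol or metaproterenol; nearly all actives have a fitted effect of over 65% in size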
Target sequence (P07550 whole entry, looked up): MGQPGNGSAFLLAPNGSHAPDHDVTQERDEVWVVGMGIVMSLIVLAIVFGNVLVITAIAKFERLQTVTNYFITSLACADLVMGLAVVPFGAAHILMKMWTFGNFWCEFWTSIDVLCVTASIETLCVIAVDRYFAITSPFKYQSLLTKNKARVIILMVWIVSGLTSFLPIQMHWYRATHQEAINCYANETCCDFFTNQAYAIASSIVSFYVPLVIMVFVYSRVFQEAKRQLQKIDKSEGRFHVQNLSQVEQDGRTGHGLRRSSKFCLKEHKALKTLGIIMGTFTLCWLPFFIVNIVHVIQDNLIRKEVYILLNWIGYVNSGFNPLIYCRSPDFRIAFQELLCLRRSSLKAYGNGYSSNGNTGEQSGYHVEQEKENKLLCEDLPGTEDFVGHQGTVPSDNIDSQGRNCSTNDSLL
MLL CXXC-DNA inh: blocks binding of human MLL CXXC domain to DNA. Q03164. MLL-CXXC / FITC-HOXA9 DNA fluorescence polarization. Potency, µM (top dose mostly 115 µM), for inactives: at the top dose activity change, negative = inhibition, actives largely listed as inhibitors. hit rate 0.037% among 290,000; active means well fitted inhibition curve with a large enough effect in the polarisation, with a control signal flat, not every such curve was filed as active; inconclusive means small, poorly fitted or top-dose-only effect, or effect the other way, or a change in a side signal; inactive means no such curve, though single readings can be large or run the other way; the % refers to the polarisation; further: potency means the concentration at half of the fitted maximal effect
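Steps: dispense CXXC domain solution (7 uM) → pin compounds or unlabeled HOX-A9 DNA control → 5 min ambient → add FLSN-HOX-A9 solution (50 nM) → spin → 30 min ambient → fluorescence polarization. Tris pH 7.5/NaCl/DTT/BSA buffer.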
* marks the source's active call; other numbers are inactive results; ? = inconclusive; · = no result given; [ ] = dose if it differs, or a comment. Unless noted, the call rests on the fitted dose curve; in most records, active means well fitted curve in the direction sought with a large enough effect; inconclusive means small, poorly fitted or top-dose-only effect, or another doubt; inactive means no such curve, though single readings can be large; an effect the other way counts as inactive or inconclusive.

SMILES | GALK inhibitor | KCNH2 3.1 inh | Coupling enz | USP2a inh | TRPV1 agonist | Menin-MLL TR inh | PKM2 activator | hERG WT inh | Giardia kill | B2AR arrestin | MLL CXXC-DNA inh
Cc1ccc(CSc2nnc(C(F)(F)F)n2Cc2ccc(F)cc2)cc1 | -2% | 2 | 4 | -2% | 8 | ? | 2% | -2 | -7 | -3.1% | -1%
CC(C)Sc1nnc(NC(=O)C2CC2)s1 | 1% | 15 | 0 | 0% | 21 | 0% | -16% | -31 | -16 | 0.0% | -5%
CSc1ncccc1C(=O)Nc1cc(Cl)ccc1N1CCOCC1 | · | 0 | · | -4% | · | · | · | -9 | -2 | -0.7% | ·
CCCc1c(C)nc(N2CCN(c3cccc(OC)c3)CC2)[nH]c1=O | 4% | -7 | 0 | -4% | 5 | 10% | 0% | -1 | -11 | -0.9% | -5%
O=C(COC(=O)Cn1cnc2ccccc2c1=O)NNC(=O)c1ccc(Br)cc1 | · | -8 | · | 0% | · | · | · | -6 | 0 | -0.2% | ·
NC(=O)C1CC(=O)N(c2ccc(OCc3ccc(F)cc3)cc2)C1 (stereo not given) | 1% | 7 | 0 | 1% | 2 | -10% | 12% | -18 | -5 | -0.3% | 3%
Cc1ccc(NC(=O)CN(C)C(=O)c2cn(Cc3ccccc3)nc2-c2cccnc2)cc1 | · | 8 | · | -1% | -3 | · | · | 4 | -4 | -1.1% | ·
COc1ccc(CCN(C)C2CCCN(S(=O)(=O)C(C)C)C2)cc1OC (stereo not given) | 2% | -1 | 1 | 0% | -10 | 0% | 2% | -5 | -3 | 0.0% | -4%
CCCCCOc1ccc(C(=O)CCC(=O)NNC(=O)c2ccncc2)cc1 | · | -5 | · | -2% | -4 | · | · | 14 | -3 | -0.8% | ·
C=CCS(=O)(=O)c1nc2ccccc2s1 | -2% | -3 | -14 | -2% | 0 | 57%[activator] | 0% | -5 | 6 | 0.2% | 218%[activator]
O=C(COC(=O)c1cnccn1)Nc1ccc(Cl)cc1C(F)(F)F | · | -1 | · | 4% | -1 | · | · | 7 | -25 | -0.1% | ·
CCCCN(C(=O)c1ccc(NC2CC2)c([N+](=O)[O-])c1)c1c(N)n(CCCC)c(=O)[nH]c1=O | · | -8 | · | 1% | -2 | · | · | -9 | 3 | 5.0% | ·

3 compounds from above, ordered by their value in Menin-MLL TR inh, highest first.
| smiles | Menin-MLL TR inh |
| --- | --- |
| CCCc1c(C)nc(N2CCN(c3cccc(OC)c3)CC2)[nH]c1=O | 10% |
| CC(C)Sc1nnc(NC(=O)C2CC2)s1 | 0% |
| NC(=O)C1CC(=O)N(c2ccc(OCc3ccc(F)cc3)cc2)C1 (stereo not given) | -10% |

Additional results follow.
SMILES | GALK inhibitor | KCNH2 3.1 inh | Coupling enz | USP2a inh | TRPV1 agonist | Menin-MLL TR inh | PKM2 activator | hERG WT inh | Giardia kill | B2AR arrestin | MLL CXXC-DNA inh
CC(C)(C)Nc1nc(SCC(=O)Nc2ccccc2Cl)nc(N2CCOCC2)n1 | -2% | -15 | · | -2% | 16 | · | -1% | 0 | 18 | -0.1% | 11%
CN(C1CCCC1)C1CCN(C(=O)CNC(=O)/C=C/c2ccc(F)cc2)CC1 | 0% | -36 | 5 | -6% | -2 | -2% | -10% | 32 | 2 | -1.2% | ?
CC(C)(O)C#Cc1ccc(CN2CCN(CCc3ccccc3)C(CCO)C2)s1 (stereo not given) | 1% | -2 | 5 | 0% | 1 | 19% | 11% | 11 | 2 | 3.8% | 4%
COc1cccc(CNC(=O)Cn2nc(C)c([N+](=O)[O-])c2C)c1 | -2% | 12 | -1 | 1% | 4 | 10% | 1% | 4 | -27 | -0.1% | -9%
COc1ccc(C(=O)Nc2ccc3c(c2)OCCO3)cc1 | 6% | -3 | -9 | 0% | ? | 8% | -35% | 6 | ? | -0.2% | -7%
N=C1CCCN1c1ccccc1O | 1% | 9 | -2 | 0% | -2 | · | -1% | -3 | 11 | 0.5% | 2%
Cn1c(N)c(C(=O)COC(=O)CNS(=O)(=O)c2ccc(Cl)c(Cl)c2)c(=O)n(C)c1=O | 0% | -4 | 3 | 0% | -2 | -1% | -2% | 19 | 9 | -0.4% | -3%
O=C(NCCOc1nc(N2CCOCC2)nc(N2CCOCC2)n1)Nc1ccc(Cl)cc1 | -3% | -15 | 1 | 4% | ? | 4% | 3% | 1 | -14 | -0.1% | 0%
Cc1ccc(C2NC(=O)CCC2[N+](=O)[O-])cc1 (stereo not given) | -2% | -5 | 3 | 1% | -3 | 2% | 8% | 5 | 4 | 0.3% | -5%
Cc1cccc(N2CCN(C(=O)CNC(=O)Cc3ccccc3)CC2)c1C | · | -15 | · | 3% | · | · | · | -1 | 16 | -0.8% | ·
CCOc1ccc(NC(=S)N2CCC(N(C)CCN3CCOCC3)CC2)cc1 | 2% | 3 | 1 | 0% | 3 | 1% | -2% | 1 | -3 | -0.9% | 6%
Cc1cc(C)nc(SCC(=O)c2ccc([N+](=O)[O-])cc2)n1 | 1% | 0 | 1 | 1% | -4 | 7% | 6% | 0 | 3 | 0.0% | -1%
CCC(NC(=O)CCc1c(C)c2cc3c(C)c(C)oc3cc2oc1=O)C(=O)N[C@@H](Cc1ccccc1)C(=O)O (stereo not given in full) | · | -5 | -1 | -5% | -3 | -6% | 0% | -3 | 7 | -0.3% | -7%
O=C(c1cccc(S(=O)(=O)N2CCOCC2)c1)N1CCN(c2ccccc2)CC1 | · | -17 | · | 1% | -1 | · | · | -14 | -29 | -0.3% | ·
COc1ccc(-c2cn[nH]c2-c2ccc(OCc3ccc([N+](=O)[O-])cc3)cc2O)cc1OC | -2% | 7 | -8 | -10% | -2 | · | 7% | 0 | -15 | 0.8% | 11%
CCc1c(C)c2nncn2[nH]c1=O | 1% | 4 | -4 | -1% | -3 | 31%[activator] | -6% | 9 | 1 | -0.3% | 3%
O=C(CSc1nc(=O)[nH]c2c1CCCC2)Nc1ccc(F)cc1F | · | 11 | · | -6% | 0 | · | · | -2 | 6 | 0.3% | ·
CCOc1ccc(C2NC(=O)c3ccccc3O2)cc1OCC (stereo not given) | 1% | -1 | 2 | 0% | -2 | 1% | -1% | -9 | 17 | -0.4% | 8%
COc1ccc(-c2ccc(N(C)C)cc2)cc1[C@H]1[C@H]2C=CC[C@@H](C)[C@@H]2C(=O)N1Cc1ccccc1 | -3% | -11 | 3 | 10% | ? | · | -4% | 6 | 3 | -0.5% | 5%
Cc1c(CN(C)C)c2c(n1C)C(=O)c1ccc(Br)cc1-2 | -1% | 2 | -3 | 3% | -1 | -3% | 1% | -1 | -8 | -0.1% | ?
Cc1ccc(S(=O)(=O)N2CCCCC2)cc1C(=O)OCC(=O)N1c2ccccc2NC(=O)C1(C)C | · | -2 | · | 5% | · | · | · | -5 | 11 | -0.6% | ·
O=C(NCCC1CCCCN1S(=O)(=O)c1ccccc1)C(=O)NCC1CCCO1 (stereo not given) | · | 7 | · | 1% | -2 | · | · | 2 | 7 | 0.2% | ·
COc1ccccc1C1CC(=O)NC(C)=C1C(=O)OCC(C)C (stereo not given) | 1% | 22 | 1 | 0% | -1 | 3% | 0% | 5 | -2 | 0.0% | 0%
CC1(C)CC(=O)C(N=Nc2ccc(OC(F)F)cc2)=C(O)C1 | 1% | -9 | 0 | -1% | -1 | 1% | -2% | 4 | 1 | 0.3% | -8%
C=CCn1c(=O)c2c(nc(-c3ccc(S(=O)(=O)O)cc3)n2C)n(C)c1=O | · | 2 | · | · | · | -9% | · | -15 | -2 | · | 27%
O=C(Cn1cnc2ccccc2c1=O)NC1CCS(=O)(=O)C1 (stereo not given) | · | -1 | · | 2% | -2 | · | · | 4 | 10 | 0.3% | ·
CC(C)CN=Cc1c(O)c([N+](=O)[O-])cc2oc3c(c12)CCCC3 | 1% | -5 | -32* | -1% | -2 | -16% | -11% | -12 | -6 | -0.3% | 45%[activator]
O=C(CCn1[nH]c(=O)c2ccccc2c1=O)NCCO | 1% | 8 | 2 | · | -3 | -15% | 0% | -12 | 19 | · | 4%
CC1=C(C(=O)OCC(C)C)C(c2ccc(Br)s2)NC(=O)N1 (stereo not given) | 0% | -3 | -2 | 4% | 1 | -11% | 0% | 3 | -2 | 0.5% | 7%
Cc1ccc(NS(=O)(=O)c2ccc(C)c(C(=O)NCC(c3ccccc3)N(C)C)c2)cc1 (stereo not given) | · | 0 | · | -8% | 1 | · | · | -9 | -11 | -0.9% | ·
CCOC(=O)Cc1csc(NC(=O)CSc2nnc(Cc3csc(N)n3)n2C)n1 | -1% | -3 | -5 | -1% | 0 | -10% | -6% | 3 | 9 | -0.5% | 7%

Not all compounds are listed. The share of hits here may be higher or lower than overall.
